# High-throughput results: PubChem, several laboratories
# NR5A2 inv ag = inverse agonists of human LRH-1 (NR5A2); hit rate 0.13% among 360,000; O00482; AID 602396; HEK293T StAR-luciferase reporter, LRH-1 transfected, 24 h; inhibition, % at 3.6 µM;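 active = inhibition above the mean inhibition of all tested compounds plus 3 SD, cut at about 73% in these data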;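 note: 0% = DMSO wells and 100% = reporter-only cells lacking LRH-1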
# SRC3 inh = inhibitors of human steroid receptor coactivator 3 (SRC3); Q9Y6Q9; inhibition, % at 3.6 µM; hit rate 0.17% among 360,000; HEK293 GAL4-SRC3 luciferase reporter, luminescence;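 active = inhibition above a per-campaign cutoff, the mean of all compounds plus 3 SD, cut at about 60% in these data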;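 note: 0% = DMSO-treated cells and 100% = gossypol-treated cells at 36 µM; higher means less SRC3-driven luciferase light from the GAL4 reporter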
# NCOA2 inhibitor = inhibits human steroid receptor coactivator 2 | Q15596 | HEK293 GAL4-SRC2 luciferase reporter, luminescence | inhibition, % at 9 µM | hit rate 0.17% among 370,000;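 active = inhibition above the mean inhibition of all tested compounds plus 3 SD, set per campaign, cut at about 52% in these data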;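 note: 0% = DMSO treated cells and 100% = cells given Gossypol at 36 µM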
# Target sequence (Q15596 whole entry, looked up, the tested form may be a part): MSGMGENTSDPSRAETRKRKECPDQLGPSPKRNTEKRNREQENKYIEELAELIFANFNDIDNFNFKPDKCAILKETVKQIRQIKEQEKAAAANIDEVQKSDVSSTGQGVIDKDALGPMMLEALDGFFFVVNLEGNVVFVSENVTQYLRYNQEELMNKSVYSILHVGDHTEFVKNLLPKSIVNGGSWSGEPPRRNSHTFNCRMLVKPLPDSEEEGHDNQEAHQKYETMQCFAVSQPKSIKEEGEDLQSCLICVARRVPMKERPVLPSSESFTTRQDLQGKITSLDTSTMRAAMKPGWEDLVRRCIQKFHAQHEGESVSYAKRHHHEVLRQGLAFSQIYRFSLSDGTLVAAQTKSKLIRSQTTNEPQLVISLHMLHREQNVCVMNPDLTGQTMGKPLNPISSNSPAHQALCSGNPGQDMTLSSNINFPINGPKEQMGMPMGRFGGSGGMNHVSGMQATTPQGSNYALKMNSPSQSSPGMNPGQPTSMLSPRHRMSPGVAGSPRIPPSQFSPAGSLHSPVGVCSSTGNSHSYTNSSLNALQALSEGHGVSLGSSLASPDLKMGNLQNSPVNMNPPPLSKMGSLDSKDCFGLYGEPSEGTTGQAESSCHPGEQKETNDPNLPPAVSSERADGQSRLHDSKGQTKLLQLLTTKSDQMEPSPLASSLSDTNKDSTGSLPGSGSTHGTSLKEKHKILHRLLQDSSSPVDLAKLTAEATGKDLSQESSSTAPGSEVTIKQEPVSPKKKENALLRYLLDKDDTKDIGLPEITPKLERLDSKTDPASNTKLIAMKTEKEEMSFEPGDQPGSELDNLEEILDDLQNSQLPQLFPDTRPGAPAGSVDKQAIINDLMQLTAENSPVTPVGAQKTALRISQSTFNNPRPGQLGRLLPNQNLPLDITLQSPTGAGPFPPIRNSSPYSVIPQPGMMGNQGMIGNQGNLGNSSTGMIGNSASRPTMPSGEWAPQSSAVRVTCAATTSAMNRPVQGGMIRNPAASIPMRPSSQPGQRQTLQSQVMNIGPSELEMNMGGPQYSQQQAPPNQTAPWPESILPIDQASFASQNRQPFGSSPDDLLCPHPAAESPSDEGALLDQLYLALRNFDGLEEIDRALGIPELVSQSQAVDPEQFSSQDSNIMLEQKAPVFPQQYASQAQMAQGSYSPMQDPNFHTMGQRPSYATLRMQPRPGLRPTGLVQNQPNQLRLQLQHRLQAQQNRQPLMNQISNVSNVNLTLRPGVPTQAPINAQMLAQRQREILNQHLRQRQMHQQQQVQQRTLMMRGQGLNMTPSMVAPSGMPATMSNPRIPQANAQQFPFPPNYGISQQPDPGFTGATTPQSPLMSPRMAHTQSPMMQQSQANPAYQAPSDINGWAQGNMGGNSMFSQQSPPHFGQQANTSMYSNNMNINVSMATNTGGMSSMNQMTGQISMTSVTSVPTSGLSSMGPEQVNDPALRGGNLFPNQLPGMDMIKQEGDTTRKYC
# TROY NFkB inh = inhibitors of TROY-dependent NF-kB signaling; Q293 LMP1-TROYcd NF-kB luciferase reporter, 4 h; AID 1347056; hit rate 0.98% among 360,000; inhibition, % at 10 µM;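 active = compounds whose plate-normalised and pattern-corrected inhibition of the luciferase reporter signal at the single screening dose is 50% or more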
# NCOA1 inh = human NCOA1 inhibition | HEK293 GAL4-SRC1 luciferase reporter, luminescence | AID 588354 | inhibition, % at 3.6 µM | hit rate 0.12% among 360,000;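 active = inhibition above the campaign mean plus 3 SD, with each screening campaign given its own cutoff, cut at about 60% in these data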;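 note: 0% = DMSO treated cells and 100% = gossypol at 36 µM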
# TRAIL sens C8 = sensitizes caspase-8 expressing cells to TRAIL; NB7+C8 cells + TRAIL, ATPlite viability luminescence; inhibition (viability loss, TRAIL sensitization), % at 10 µM; hit rate 1% among 360,000;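 active = compounds causing at least 50% loss of cell viability in the single-dose screen, relative to plate controls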
# CF NFkB block = blocks PAF-induced NF-kB reporter in cystic fibrosis cells; KKLEB NF-kB-GFP reporter, GFP fluorescence overnight; inhibition, % at 5 µM; hit rate 0.86% among 360,000; AID 588850;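 active = at least 50% inhibition at 5 µM, scaled per plate between neutral and stimulator controls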;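 note: PAF is a Pseudomonas aeruginosa culture filtrate used as stimulus; plate controls were PAF-stimulated DMSO wells for no effect and unstimulated DMSO wells for full effect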
# TWEAK-Fn14 inh = inhibitors of TWEAK-Fn14 interaction signaling | TWEAK-stimulated Fn14 reporter cells, luciferase luminescence, 8 h | inhibition, % at 10 µM | hit rate 2% among 360,000 | AID 1159606; in the data active = inhibition above about 50%
# KKLEB tox = reduces viability of KKLEB cystic fibrosis airway cells | KKLEB CF airway cells viability, ATPlite luminescence, overnight; active compounds read low; cells stimulated with P. aeruginosa culture filtrate | activity change (cytotoxicity), % at 5 µM | hit rate 0.36% among 360,000 | AID 602141;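 active = corrected activity change at or below -50% at 5 µM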
# NR2F2 inh = inhibitors of human COUP-TFII (NR2F2); inhibition, % at 8.6 µM; HEK293T NGFI-A luciferase reporter, luminescence; P24468; hit rate 0.7% among 370,000;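 active = inhibition above a per-plate cutoff, mean inhibition of test wells between control levels plus 3 SD, cut at about 38% in these data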;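 note: cells cotransfected with COUP-TFII expression vector driving the NGFI-A reporter; 0% = median of COUP-TF2 test wells and 100% = reporter-only cells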
# LMP1 NFkB inh = Epstein-Barr LMP1 NF-kappaB reporter inhibition; hit rate 0.69% among 350,000; AID 504558; LMP1-induced NF-kappaB luciferase reporter cells, luminescence; inhibition, % at 12.5 µM; in the data active = inhibition above about 41%;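 note: 0% = neutral control wells and 100% = reference inhibitor control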
# Starred values were filed as active, the others as inactive; · = no result given.
nr	structure	NR5A2 inv ag	SRC3 inh	NCOA2 inhibitor	TROY NFkB inh	NCOA1 inh	TRAIL sens C8	CF NFkB block	TWEAK-Fn14 inh	KKLEB tox	NR2F2 inh	LMP1 NFkB inh
1	Cc1ccc(NC(=O)CCC(=O)c2cc(C)sc2C)nc1	0	-13	8	5	-8	5	17	-1	-8	10	1
2	O=C1CC(NNC(=O)c2ccc(Br)cc2)C(=O)N1 (configuration not stated)	7	15	7	-12	5	-16	2	-7	9	19	8
3	CSc1ccccc1NC(=O)CN(C)C(=O)C1CC(=O)N(C(C)c2ccccc2)C1 (configuration not stated)	9	-9	-10	2	-17	-11	26	8	-12	1	-2
4	COCCCNC(=O)CN(c1cc(OC)ccc1OC)S(=O)(=O)c1ccccc1	5	18	-5	9	3	-2	-3	0	4	-7	4
5	O=C(CSc1nnnn1-c1ccc2c(c1)OCCO2)N1CCN(C(=O)c2ccco2)CC1	14	13	-4	-13	13	-1	5	14	-3	12	-4
6	COc1ccc(CCNC(=O)CN(c2ccccc2)S(C)(=O)=O)cc1	-1	2	0	4	8	-1	-17	-41	8	24	3
7	O=C(C1CCCCCC1)N1CC[C@@H](N2CCC(O)CC2)[C@H](O)C1	2	1	-24	-13	-34	-19	0	-1	10	-2	-4
8	c1ccc(Oc2nc(-c3ccccn3)nc3ccccc23)cc1	-68	-32	-29	-40	-31	1	7	4	-13	-24	·
9	Cc1ccc(S(=O)(=O)N(Cc2cc3ccccc3[nH]c2=O)c2cccc(C)c2)cc1	0	2	-16	8	-2	26	26	6	-23	-2	6
10	Cc1cnc(NS(=O)(=O)c2ccc(N)cc2)nc1-c1ccccc1O	7	15	7	-6	-4	11	15	-11	-5	5	-1
11	COc1ccccc1Oc1nc(C)c(C(C)=O)cc1C#N	-7	10	-4	-5	-3	7	4	-27	-3	22	5
12	Cc1ccc(S(=O)(=O)N2CCN(c3ncnc4c3cnn4-c3ccccc3)CC2)cc1	5	8	9	7	-2	24	-2	-14	-7	2	11
13	O=C(c1ccco1)N1CCN(C(=O)c2cccc3c2C(=O)N(C2CCCCC2)C3)CC1	18	16	0	-12	6	-15	4	5	14	-5	3
14	CCOc1ccc(NC(=O)C2CCN(S(=O)(=O)c3c(C)noc3C)CC2)cc1	-4	6	-11	-5	8	-7	-1	1	-3	-25	-6
15	COc1ccc2c(C(=O)NCc3ccc4c(c3)OCO4)c(-c3ccc(S(C)(=O)=O)cc3)sc2c1	-18	8	25	1	1	16	18	-6	-26	2	5
16	CCN(CC)C(=O)N1CCN(c2c([N+](=O)[O-])c(=O)oc3ccccc23)CC1	21	12	-27	3	0	-3	16	-2	6	-12	-1
17	Cn1nnnc1SCC(=O)NNC(=O)c1ccc(Cl)cc1	-16	0	-2	-12	4	-2	-2	14	1	-10	2
18	CCCCC(=O)Nc1cc(OC)c(NC(=S)Nc2ccc(OC)cc2)cc1OC	10	12	11	9	6	0	-4	-3	-6	-7	2
19	Cc1ccc(/C=N/NC(=O)c2cc(C3CC3)nc3ccccc23)o1	18	11	10	7	-8	-5	10	21	-11	9	-8
20	CNc1sc(C(=O)c2ccc(F)cc2)c(N)c1-c1nc2ccccc2s1	-43	-82	-39	-37	-25	2	-4	0	-8	-29	-27
21	NS(=O)(=O)c1ccc(NC(=O)CSc2nnc(NC3CC3)s2)cc1	-2	2	-7	-36	-23	-9	-30	16	-3	4	7
22	CC(OCC(O)CN1CCN(S(=O)(=O)c2ccc(Cl)cc2)CC1)c1ccc(Cl)cc1 (configuration not stated)	12	9	-6	19	9	5	-9	24	-32	24	-5
23	COc1cccc(-c2cc3c(=O)n(-c4ccccc4)c(=S)[nH]c3s2)c1	2	12	-47	-11	-5	-4	-8	8	3	15	-29
24	Cc1ccc(C)c(OCc2cc(C(=O)N3CCN(C4CCCCC4)CC3)no2)c1	2	-7	0	-21	-8	-5	-3	-3	3	-1	7
25	Cc1ccc(-c2nn(-c3ccccc3)cc2C(=O)NCCCN2CCOCC2)cc1	-13	-39	-13	-11	-11	-19	11	-6	-20	-19	6
26	CC(=O)c1cnc2nc(SCc3ccccc3)nn2c1C	-109	-76	-39	-42	-69	-13	3	-27	-1	-28	10
27	Cc1cc2c(cc1S(=O)(=O)NCc1ccc(Cl)cc1)OCC(=O)N2	-3	2	-20	-9	-10	-7	-4	-9	-15	24	-10
28	CCn1c(=O)c([N+](=O)[O-])c(N2CCOCC2)c2ccccc21	2	7	-2	10	-19	-3	-3	7	4	-2	3
29	Cc1ccnc(NC(=O)CNC(=O)C23CC4CC(CC(C4)C2)C3)c1	-13	-16	-34	33	-25	-11	-10	-22	15	-7	-1
30	CC(C)CC(N)c1csc(Nc2cc(Oc3ccccc3)ncn2)n1 (configuration not stated)	-18	-8	-35	17	1	18	36	-21	8	-1	·
31	CNS(=O)(=O)c1ccc(C(=O)NCC(=O)NC(C)c2cccs2)cc1 (configuration not stated)	13	-21	-7	1	11	0	6	22	0	-50	-2
32	COCCN=C1Sc2nc3c(C)cccc3cc2CN1Cc1ccco1	22	9	41	20	-1	-4	-19	6	-11	29	-6
33	COCCC(=O)N1CCC(Oc2ccc(C(=O)NC3CCCCC3)cc2)CC1	-12	-17	-2	-2	-15	-11	0	-8	14	-5	-3
34	CC1=C([N+](=O)[O-])C(c2ccc(Cl)cc2)NC(=O)N1C (configuration not stated)	8	-17	19	-18	8	6	-11	-7	0	3	-2
35	CCC(c1nnnn1C(C)C)N1CCN(C2CCCC2)CC1 (configuration not stated)	-9	5	12	8	2	-3	2	-5	-4	-16	-3
36	CCOC(=O)/C(=N/Nc1ccccc1OC)N1CCCc2ccccc21	-9	-17	-3	2	-8	4	-4	-2	7	11	-3
37	O=C(CN1CCN(S(=O)(=O)c2ccc(F)c(Cl)c2)CC1)N1CCc2ccccc2C1	-29	-1	-10	-5	-10	-9	-1	4	18	6	-3
38	COCCNC(=O)c1oc2ccc3c(c2c1C)C(O)CC(C)(C)O3 (configuration not stated)	-26	5	-7	-5	-19	-14	8	-5	3	-5	-20
39	O=C(CSc1ccccn1)Nc1ccc2c(c1)OCCO2	-102	-76	-38	-31	-97	33	-4	2	6	-35	3
40	C[C@H](CO)N1C[C@H](C)[C@@H](CN(C)Cc2ccc(C(=O)Nc3ccccc3N)cc2)Oc2c(NC(=O)C3CCCCC3)cccc2C1=O	-2	-18	-7	-8	-7	18	-11	-19	4	20	18
41	Cc1ccc(C)c2[nH]c(=O)c(CCNS(=O)(=O)c3ccccc3)cc12	-11	3	-6	13	-4	-11	16	-25	-5	-4	0
42	CSc1n[nH]c(=O)n1C1CCCCC1	7	-4	8	-18	-11	-1	8	-9	-2	-7	1
43	CCCS(=O)(=O)N1CCC(C(=O)NCCN2CCCC2)CC1	14	-3	-6	2	-31	-9	-10	0	2	8	-42
44	Cc1ccc(Cn2nc(C)c(NC(=O)CCCn3nc([N+](=O)[O-])c(Cl)c3C)c2C)cc1	9	16	2	-9	8	6	4	-23	-13	16	0
45	CC(C(=O)O)N1C(=O)CSC1=S (configuration not stated)	12	1	3	-4	-2	4	8	0	6	2	4
46	CC(=O)NC1C(Oc2ccc(C=O)cc2)OC(COC(C)=O)C(OC(C)=O)C1OC(C)=O (configuration not stated)	11	7	-41	9	-13	-4	4	11	-10	-11	-3
47	CSc1ccccc1C(=O)Nc1ccc(S(=O)(=O)NC2=NCCCCC2)cc1	-4	5	-3	0	6	2	12	7	-20	8	1
48	COc1ccc(S(=O)(=O)N(C)C)cc1NC(=O)CSc1ncccn1	-2	-10	-3	14	3	-3	0	-7	2	-14	0
49	CC(C)C(=O)NS(=O)(=O)c1ccc(NS(C)(=O)=O)cc1	3	-6	9	8	-8	9	-12	-17	-3	2	-4
50	COc1ccc(NC(=O)c2ccc3c(c2)OCO3)cc1S(=O)(=O)N1CCOCC1	-12	-10	9	4	1	2	14	2	-17	8	-7
51	CC(CN1CCN(C)CC1)OC(=O)c1ccccc1 (configuration not stated)	-10	-7	7	7	-11	-1	-9	-3	8	-7	-5
52	CC(C)(C)c1ccc(NC(=O)C2=CN3CCS(=O)(=O)N=C3C=C2)cc1	-3	-19	27	2	-14	-21	0	-2	-2	2	-3
53	COc1ccc(-c2cc(=O)oc3c(C)c(OCC(=O)NCC4CCC(C(=O)O)CC4)ccc23)cc1 (configuration not stated)	-24	10	10	-5	5	-12	-25	-10	15	-10	5
54	COc1ccc(C(=O)/C=C/c2cccc(OCc3ccccc3)c2)cc1CSCC(=O)O	20	9	-8	26	-14	3	-9	7	-18	6	-1
55	NC(=O)N1CC(O)CC1C(=O)Nc1ccc(Cl)c(Cl)c1 (configuration not stated)	-12	-22	-15	4	18	5	-14	-1	14	-3	0
56	CC(C)n1nnnc1SCC(=O)NCCc1ccccc1	3	-4	-8	-34	-58	16	-34	-8	6	-35	-17
57	COc1ccc(C(=O)Nc2cccnc2Sc2ccc(Cl)cc2)cc1	-8	-26	-3	-47	-34	-22	-3	-6	-11	-13	-1
58	CSCC[C@H](NC(=O)N1CCn2c1nc1ccccc12)C(=O)NCc1ccc(F)cc1	-21	-5	-29	-18	-5	1	13	13	0	-3	-10
59	CN(C(=O)c1ccccc1)c1nccnc1C#N	-10	8	-4	-9	-42	8	5	12	0	-2	-5
60	Cc1ccccc1-n1nnnc1SCc1cc(=O)n2ccsc2n1	1	-1	11	-5	6	-13	-16	17	6	19	0

# Following part
nr	structure	NR5A2 inv ag	SRC3 inh	NCOA2 inhibitor	TROY NFkB inh	NCOA1 inh	TRAIL sens C8	CF NFkB block	TWEAK-Fn14 inh	KKLEB tox	NR2F2 inh	LMP1 NFkB inh
61	CN(C)c1ccc(C2(c3ccc(N(C)C)cc3)OC(=O)c3cc(N)ccc32)cc1	1	-14	-2	-6	8	7	8	1	8	-9	0
62	Cc1c(N)c(=O)n(-c2ccccc2)n1C	12	3	10	11	-6	-3	8	3	0	-4	-11
63	CC[N+](CC)(CC)CCOc1ccc(/C=C/c2ccccc2)cc1	35	35	0	10	20	16	53*	4	-12	-10	4
64	CCc1ccc(-c2cc(C)no2)cc1S(=O)(=O)N1CCN(c2cccc(C)c2C)CC1	11	7	10	20	7	10	5	-4	-13	8	12
65	O=C(CC(c1ccccc1)c1ccccc1)OCn1nnc2ccccc2c1=O	2	-4	-12	2	-11	-1	12	-6	-5	-6	-4
66	Cc1cc(NCCO)c2ccccc2n1	13	-9	5	2	-9	-14	-6	-24	3	-14	-8
67	c1ccc2c(N3CCCCC3)nc(N3CCCCC3)nc2c1	11	14	-2	-24	-4	8	2	9	-10	-10	9
68	CC(C)Sc1nc2ccccc2n1CC(N)=O	18	6	-6	2	-28	4	16	-9	-2	-3	8
69	O=C(O)c1cccc(S(=O)(=O)N2CCCC2)c1	9	10	·	-12	3	1	-23	15	9	·	8
70	Cn1c(=O)c2c(nc(CCC3CCCC3)n2C)n(C)c1=O	-27	10	-18	6	7	-4	2	-4	-2	-4	-13
71	COc1cccc(CCNC(=O)c2cc(COc3ccc(C)c(C)c3)on2)c1OC	-80	-107	-41	-24	-95	8	-14	-1	0	-50	-39
